sdo1 growth – compounds rescuing growth of sdo1-depleted yeast, bone marrow failure model; S. cerevisiae sdo1-depleted JHY4D growth rescue, OD600 30 h; active compounds read high; pdr5 snq2 efflux-pump mutant strain; z-score at 10 µM; 140,000 tested, 0.21% active; AID 817;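 active means z-score above 3 at both the 24 hr and the 30 hr optical density reads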;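 further: z-score against mean and SD of all compound wells on the same plate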
Insulin prom inh – TRM-6 insulin promoter activity inhibition | TRM-6 cells (human fetal islet line), insulin promoter-eGFP reporter, imaging; reporter expression induced with tamoxifen | inhibition, % at 2 µM | 130,000 tested, 0.9% active;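 active means inhibition above the mean plus 3 SD, with well images judged a real hit on visual review, cut at about 60% in these data, passing the limit was not always enough; inconclusive means inhibition over the cutoff but images rejected on review; inactive means inhibition not above the cutoff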
sdo1 growth Rescue 24 h – also measured in sdo1 growth; calls as there; z-score; S. cerevisiae sdo1-depleted JHY4D growth rescue, OD600; measured here: growth rescue at 24 h;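 0 is the plate mean of compound wells and units are plate SD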
* hit, by the source's call; ? = inconclusive; · = no result given. Some of the compounds tested; the hit share may differ from the screen's.

sdo1 growth	Insulin prom inh	sdo1 growth Rescue 24 h	smiles
·	0	·	O=C(CCc1ccccc1)Nc1ccc(F)c([N+](=O)[O-])c1
-0.67	42	-0.56	COc1cc(-c2nc(-c3cccnc3)no2)cc(OC)c1OC
0.83	28	0.14	Cc1ccc(NC(=O)CSC2=NCCN2)cc1
0.97	-43	1.4	CCOC(=O)Cc1csc(NS(C)(=O)=O)n1
0.92	-43	0.63	O=C(NCCO)C(=O)NCC1OCCCN1S(=O)(=O)c1cccs1 (configuration not stated)
0.41	19	0.36	Nc1nonc1-c1noc(CCCN2C(=O)c3ccccc3C2=O)n1
-1.3	-8	0.13	COc1ccc2nc3oc(C(=O)N4CCN(c5cccc(Cl)c5)CC4)cc3cc2c1
1.2	5	0.61	CC(C)c1ccc(NC(=O)NC2CCN(CC(=O)Nc3cccc4ccccc34)CC2)cc1
0.2	59	-0.42	CCOC(=O)N1CCC(NCCNC(=O)c2ccccc2)CC1
-0.09	37	-0.08	NC(=O)c1ccc2c(c1)OCCO2
-0.56	·	-0.8	CCCC(C(=O)NCc1ccco1)N(C(=O)CNS(=O)(=O)c1ccccc1)c1ccccc1OC (configuration not stated)
-1.4	-38	-1.2	COc1ccc(OC(=O)c2cccc([N+](=O)[O-])c2)c(C(=O)/C=C/c2cccs2)c1
-2.4	62	-1.4	O=[N+]([O-])/C=C/c1cn(Cc2ccccc2)c2ccccc12
0.19	14	-0.25	CSc1nnc(-c2cnccn2)n1C
0.26	?	0.13	c1csc(-c2nc3ccccc3[nH]2)c1
-0.15	25	-0.29	COc1ccc(CCNC(=O)c2cc(C(=O)c3cc(C)ccc3O)cn(CCc3ccc(OC)cc3)c2=O)cc1
0.76	-33	0.32	Cc1cc(C(=O)CSc2nnc3c(Cl)cc(Cl)cn23)c(C)n1C
-0.46	-22	0.6	CCOc1cc(N2CCOCC2)c(OCC)cc1NC(=O)COc1ncnc2ccc(Br)cc12
·	20	·	CCOc1ccc(C(=O)CC(Sc2ccc(C)cc2)C(=O)O)cc1 (configuration not stated)
1.6	14	0.13	COCc1cc(C)nc(NCCO)c1C#N
0.76	43	0.38	COc1cc(/C=N/Nc2nn3cnnc3c3ccccc23)ccc1O
-0.06	-30	2.6	Cc1nc(NC(=O)/C=C/c2ccccc2)sc1C(=O)Nc1ccccc1Cl
-0.1	·	-0.53	CCOC(=O)CN(C(=O)CSc1nnc(-c2ccncc2)n1CCCN(C)C)c1ccccc1
0.7	·	0.99	CS(=O)(=O)C1=C(O)C(=O)N(c2ccccc2)C1c1ccccc1 (configuration not stated)

13 of the compounds above, with two lines to a compound.
Fields: sdo1 growth	Insulin prom inh	sdo1 growth Rescue 24 h
COc1ccc(OC(=O)c2cccc([N+](=O)[O-])c2)c(C(=O)/C=C/c2cccs2)c1
  -1.4	-38	-1.2
O=[N+]([O-])/C=C/c1cn(Cc2ccccc2)c2ccccc12
  -2.4	62	-1.4
CSc1nnc(-c2cnccn2)n1C
  0.19	14	-0.25
c1csc(-c2nc3ccccc3[nH]2)c1
  0.26	?	0.13
COc1ccc(CCNC(=O)c2cc(C(=O)c3cc(C)ccc3O)cn(CCc3ccc(OC)cc3)c2=O)cc1
  -0.15	25	-0.29
Cc1cc(C(=O)CSc2nnc3c(Cl)cc(Cl)cn23)c(C)n1C
  0.76	-33	0.32
CCOc1cc(N2CCOCC2)c(OCC)cc1NC(=O)COc1ncnc2ccc(Br)cc12
  -0.46	-22	0.6
CCOc1ccc(C(=O)CC(Sc2ccc(C)cc2)C(=O)O)cc1 (configuration not stated)
  ·	20	·
COCc1cc(C)nc(NCCO)c1C#N
  1.6	14	0.13
COc1cc(/C=N/Nc2nn3cnnc3c3ccccc23)ccc1O
  0.76	43	0.38
Cc1nc(NC(=O)/C=C/c2ccccc2)sc1C(=O)Nc1ccccc1Cl
  -0.06	-30	2.6
CCOC(=O)CN(C(=O)CSc1nnc(-c2ccncc2)n1CCCN(C)C)c1ccccc1
  -0.1	·	-0.53
CS(=O)(=O)C1=C(O)C(=O)N(c2ccccc2)C1c1ccccc1 (configuration not stated)
  0.7	·	0.99

New compounds follow
sdo1 growth	Insulin prom inh	sdo1 growth Rescue 24 h	smiles
·	16	·	Clc1ccc(-c2ccc(-c3nn4c(-c5ccco5)nnc4s3)o2)cc1
-0.44	11	-0.82	CCn1c(CCNC(=O)c2ccc(Cl)cc2)nnc1SCC(=O)NC1CCCC1
·	-17	·	COc1ccc(Cl)cc1C(=O)NNC(=O)CSc1nnnn1C
0.69	·	-0.15	Cc1ccc(CN2CCc3c(OCc4ccc(F)cc4)cccc3C2=O)cc1
·	24	·	CCCC(=O)OC1CCS(=O)(=O)c2sccc21 (configuration not stated)
-2	-4	-2.6	CC(=O)c1c(C)oc2c1C(=O)c1ccccc1C2=O
0.04	·	-0.23	CCNc1nc(NC(C)C)nc(Oc2ccc(OCCOc3ccccc3)nn2)n1
0.08	31	-0.47	CCCN(CC1CC1)C(=O)COC(=O)c1ccc(CNS(=O)(=O)c2ccc(F)c(Cl)c2)cc1
0.58	3	0.76	CCOc1ccccc1C(=O)NC1CC2CCCC(C1)N2C1CC1 (configuration not stated)
·	27	·	Cc1c(S(=O)(=O)N2CCCC(C(=O)O)C2)cnn1C (configuration not stated)
·	-14	·	COc1cc([N+](=O)[O-])ccc1NC(=O)CN1CCCC1
0.39	-13	0.19	Cc1sc2nc3ccc(NCc4ccco4)nn3c(=O)c2c1C
0.25	·	-0.28	Cc1ccc(OCCN2C(=O)CSC2=O)cc1
0.81	·	1.1	Cc1nc(N2CCN(Cc3ccccc3)CC2)nc2c1C(=O)CCC2
·	-350	·	CC1CCN(S(=O)(=O)c2ccc(S(=O)(=O)N3CCCN(Cc4ccccc4)C3)cc2)CC1
-0.71	·	-0.76	CCN1C(=O)/C(=C/c2c(C)nn(C)c2C)SC1=S
0.05	41	-0.56	C=CCOc1ccc(C(=O)N(Cc2ccc(N(C)C)cc2)C2CCS(=O)(=O)C2)cc1 (configuration not stated)
-0.09	32	-0.2	N=C(N)c1ccc(OCCCCCOc2ccc(C(=N)N)cc2)cc1
0.14	21	-0.47	CCCc1nc2ccccc2c(C(=O)O)c1CC
1	·	0.02	CCc1c(C)nc2[nH]nc(-c3ccccc3)n2c1=O
·	40	·	O=C(c1ccc(-n2cnnn2)cc1)N(C1CCCCC1)C1CCCCC1
·	38	·	CCOC(=O)c1sc(=NC(=O)c2ccc(S(=O)(=O)N(C)c3ccccc3)cc2)n(C)c1C
0.03	30	0.35	Cc1ccc(NC(=S)NN(C)c2cc(C)nc(C)n2)cc1
-0.07	3	-1	COCCN(C(=S)Nc1cccc(OC)c1)C1CCN(C(C)=O)CC1

2 entries from above, tab-delimited:
molecule	sdo1 growth	Insulin prom inh	sdo1 growth Rescue 24 h
CCc1c(C)nc2[nH]nc(-c3ccccc3)n2c1=O	1	·	0.02
Cc1nc(N2CCN(Cc3ccccc3)CC2)nc2c1C(=O)CCC2	0.81	·	1.1

The list continues:
sdo1 growth	Insulin prom inh	sdo1 growth Rescue 24 h	smiles
1.1	43	0.08	O=C(CSc1ncccc1-c1nc2ccccc2[nH]1)NC1CC1
0.9	-70	0.25	Cc1ccc(C2=[N+]([O-])C3(CCCCC/C3=N\O)N(O)C2(C)C)o1 (configuration not stated)
-1.1	·	-0.76	CC(C(=O)NCc1ccccc1)N1C(=O)CN(C)C(=O)c2ccccc21 (configuration not stated)
-0.62	·	-0.7	O=C(C1CCC(=O)N1Cc1ccccc1Cl)N1CCN(c2cccc(Cl)c2)CC1 (configuration not stated)
2.5	7	1.5	COc1ccc(CCN2C(=O)NC(NC(=O)C(C)(C)C)(C(F)(F)F)C2=O)cc1OC (configuration not stated)
-0.58	18	-0.66	O=C(NCc1ccco1)c1ccccc1NS(=O)(=O)c1ccc(Br)s1
·	18	·	COc1ccc(Nc2nc(C)nc3sc4c(c23)CCC4)cc1O
0.55	-21	0.96	C/C(=C\C(=O)C(F)(F)F)Nc1ccc(C)cc1
0.06	-14	0.21	Cc1[nH]nc2c1C(=O)CCC2
0.59	-32	-0.42	COc1ccc(O)c(C(=O)c2cc(C#N)c(=O)n(-c3c(C)n(C)n(-c4ccccc4)c3=O)c2)c1
0.64	-45	0.75	C=CCn1cc(C(=O)NCCOC)c(=O)c2cc(S(=O)(=O)N(CC)CC)ccc21
0.6	-18	0.62	CCN1CCN(c2nc(-c3ccncc3)nc3ccccc23)CC1
-1.8	10	-1.5	CC(C)(C)C(=O)NCCCc1nc2ccccc2n1CCCOc1ccc(Cl)cc1
-0.63	·	-0.45	COc1cc(Cl)c(C)cc1NC(=O)CSc1cc(Cl)ccc1Cl
·	20	·	CCn1c(-c2cc(-c3ccc(C)c(C)c3)nc3ccccc23)n[nH]c1=S
·	-58	·	COc1ccc(-c2cc(C(=O)OCC(=O)c3c(N)n(C)c(=O)n(C)c3=O)c3ccccc3n2)cc1
·	-376	·	CCN1/C(=C/c2ccc3cc(C)ccc3[n+]2C)Sc2ccc3sccc3c21
0.49	-55	0.31	COc1cc(CCN2C(=O)N[C@@H](c3cccc(C(F)(F)F)c3)C(C(C)=O)=C2C)cc(OC)c1OC
0.58	-11	0.37	CCCc1cc(=O)[nH]c(SCC(=O)NCCCC(=O)OCC)n1
0.24	·	-0.29	CC(=O)c1ccc(NC(=O)CCn2c(=O)oc3ccccc32)cc1
-0.62	-9	-0.47	CN(Cc1ccccc1)c1ncnc2c1cnn2-c1ccccc1
0.68	-9	0.51	CC(=O)C1=C(O)C(=O)N(CC#N)C1c1cccs1 (configuration not stated)
0.32	-9	1.7	CC(=NCc1ccco1)C1=C(O)c2ccccc2C1=O
-0.37	32	-1.1	O=c1[nH]c2ccccc2cc1CN(c1ccccc1)S(=O)(=O)c1ccccc1
·	7	·	CCOc1ccc(CNC(=O)CCS(=O)(=O)Cc2ccc(C)cc2)cc1OC
-0.46	-3	-0.45	CNc1cccccc1=S
·	5	·	O=c1c(Cc2ccccc2)c(O)ccn1Cc1ccco1
-0.17	33	1.3	CCN1C(=O)CC(N2CCC(C(=O)OC)CC2)C1=O (configuration not stated)
0.1	15	-0.58	O=C(CN1CCOc2ccccc21)NCc1ccc(Cl)cc1
0.82	-187	0	CC1(C)NC(=O)N(CCOCCOc2cccc(Oc3ccccc3)c2)C1=O
-2.4	-22	-1.5	Clc1ccc2[nH]c3c(c2c1)CCc1cn[nH]c1-3
0.11	35	0.21	CCOC(=O)C(C)N1N=C(/C=C/c2ccc(OC)cc2)CCC1=O (configuration not stated)
-1.5	-8	-0.97	O=C(CCCn1c(=S)[nH]c2ccccc2c1=O)N1CCN(c2cccc(Cl)c2)CC1
0.81	72	1.1	COc1ccc(S(=O)(=O)N2CCC(C(=O)NCc3ccco3)CC2)cc1
-0.2	11	-0.26	CCN(CC)S(=O)(=O)c1ccc2oc(C(=O)N3CCOCC3)c(C)c2c1
-0.12	0	-0.94	Cc1cc2c(cc1C)[n+](C)cn2CC(O)COCc1ccccc1 (configuration not stated)
-0.02	·	-0.67	CCOC(=O)c1ccc(NC(=O)NCCN2CCCCC2)cc1
0.77	-18	0.7	CCCc1nnc(NC(=O)C(C)N2C(=O)C3C4C=CC(C4)C3C2=O)s1 (configuration not stated)
-0.52	-33	0.05	CC(C)(C)NC(=O)Cn1c(SCC(=O)N2CCCCCC2)nc2ccccc21
·	44	·	COc1ccc(COC(=O)Nc2c(SC)nsc2SC)cc1
0.31	·	-0.04	CCC(Oc1ccc2c(c1)C(=O)CC(C)(C)O2)C(=O)NCCN1CCCCCC1 (configuration not stated)
·	-40	·	CC(=O)OC[C@H]1COc2ccc3ccccc3c2[C@H]1N(C)C(C)=O
-1.2	-14	-0.85	COc1ccc(-c2oc3ccccc3c(=O)c2OC(=O)c2ccc(C)cc2)cc1
-0.14	-42	-0.63	Cc1ccc2cc(CN(CCCO)S(=O)(=O)c3cccc4nsnc34)c(=O)[nH]c2c1
3.1	-16	-0.19	Nn1c(SCC(=O)NC2CCCCC2)nnc1-c1ccc(Cl)cc1
-0.66	-30	-0.07	COC(=O)c1c(NC(NC(=O)CC(C)C)C(Cl)(Cl)Cl)sc2c1CCC2 (configuration not stated)
-1.7	10	-0.94	O=C(CCC1CCCCC1)Nc1c2c(nn1-c1ccc(F)cc1)CS(=O)(=O)C2
0.45	·	0.14	CCN(CC)S(=O)(=O)N1CCC(C(=O)NCCN2CCOCC2)CC1
0.75	10	-0.35	Cc1cccc2c(=O)c(C(=O)NCCCN3CCOCC3)c[nH]c12
-1.7	-54	-0.63	Cc1ccc(Nc2nc(-c3c(C)nc4ncccn34)cs2)cc1
1	-33	0.28	CC(C)=N/N=C1/NC(=O)C(CC(=O)Nc2cc(Cl)ccc2C)S1 (configuration not stated)
-0.07	23	-0.98	CC(C)N1CC(O)=C(c2nc3ccccc3c(=O)[nH]2)C1=N
1.9	-36	1.1	CCOc1cc(Cl)c(NC(=O)CC)cc1OCC
-0.02	-107	0.31	CC(C)[C@@H]1N[C@]2(C(=O)Nc3ccccc32)[C@@H]2C(=O)N(c3cccc(C(F)(F)F)c3)C(=O)[C@@H]21
-0.68	·	-1.1	Cc1nc2ccccn2c1C(=O)/C=C/c1ccc(F)cc1
-0.27	-10	-0.58	COc1ccccc1OCCCOc1ccc(C)cc1Br
-0.24	·	-0.04	Cn1c(CC(=O)Nc2ccc(F)cc2)c(Sc2ccccc2)c2ccccc21
-0.94	42	-0.95	COc1ccc(-c2cn(-c3ccc(C)cc3)c(=O)n2CC(=O)Nc2ccc(OC)cc2OC)cc1
-0.28	-21	0.21	CCOc1ccc(Oc2ccc(C(F)(F)F)cc2N)cc1
·	-17	·	O=C(COC(=O)c1ccc(S(=O)(=O)N2CCCC2)cc1)Nc1cccnc1Cl
